Myeloid diff MLP: myeloid differentiation induction. ER-HoxA9 myeloid progenitors, lysozyme-GFP differentiation, flow cytometry. calls only at 10 µM. 360,000 tested, 1% active. AID 624256;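 active = normalized GFP-positive differentiation at or above the plate's own cutoff, the solvent-only control mean plus 3 SD; inconclusive = no clear call, values can overlap the other calls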;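 note: cells exposed to compound for four days before flow analysis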
PhoP inhibition: PhoP-dependent GFP reporter repression – Salmonella Typhimurium, primary screen (AID 1863). S. Typhimurium PhoP-regulated promoter GFP reporter, 4 h; higher % means a stronger effect. inhibition, % at 50 µM, or IC50 in µM where a hit was titrated. 300,000 tested, 0.16% active;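 active = inhibition over 29.93%, a cutoff 3 SD above the screen mean, later confirmed by dose response; inconclusive = inhibition over 29.93% but no dose response follow-up; inactive = inhibition at most 29.93% or unconfirmed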;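 note: 0% = low Mg2+ inducing control and 100% = high Mg2+ repressing control; strong numbers were not always called active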
LYP inhibition: PTPN22 lymphoid phosphatase activity blockers – biochemical, fluorescence intensity, uHTS (AID 1779) | 290,000 tested, 0.054% active | inhibition, % at 11.5 µM; hits with a dose series show IC50 in µM | recombinant LYP phosphatase, fluorescence intensity; higher % means a stronger effect;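 note: plate controls were vehicle with enzyme for no effect and no enzyme for full effect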
SIAH1 antagonists: Siah-1 peptide-binding antagonists, primary screen, biochemical, fluorescence polarization, rhodamine-plectin, uHTS (AID 1817); 290,000 tested, 0.02% active; one-dose displacement, % at 20 µM; IC50 in µM for titrated hits; Siah-1 / rhodamine-plectin peptide fluorescence polarization; higher % means a stronger effect;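 active = displacement of at least 50% at 20 µM, with a fluorescence ratio check between 0.3 and a set limit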;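 note: plate controls were Siah plus tracer with DMSO for no effect and tracer alone without Siah for full effect; strong numbers were not always called active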
NOD1 NF-kB reporter: NOD1 signaling inhibitors, primary screen, cell-based, luminescence, uHTS (AID 1578); NOD1-driven NF-kB luciferase reporter cells, luminescence; higher % means a stronger effect; one-dose inhibition, % at 4 µM; EC50 in µM for titrated hits; 290,000 tested, 1% active; in the data active = inhibition mostly above about 36%, no sharp cut-off; inactive = mostly below about 34%;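 note: HEK-293T reporter cells stimulated with the NOD1 agonist gamma-tri-DAP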
HIV fusion peptide: inhibitors of HIV fusion peptide binding, primary screen, biochemical, uHTS, fluorescence dequenching (AID 1986) | cell-free peptide binding, fluorescence dequenching, 30 min; higher % means a stronger effect | one-dose inhibition, % at 20 µM; IC50 in µM for titrated hits | 290,000 tested, 0.3% active; in the data active = inhibition mostly above about 52%, no sharp cut-off; inactive = mostly below about 76%; note: some results filed as inactive read as strong as hits
KOR beta-arrestin-1: kappa opioid receptor activators – cell-based, luminescence, uHTS, primary screen (AID 1777). KOR beta-arrestin recruitment, luminescence; higher % means a stronger effect. 280,000 tested, 0.02% active. one-dose activation, % at 10 µM; EC50 in µM for titrated hits; in the data active = activation above about 50%, passing the limit was not always enough; note: a part of the inactive calls stands beside numbers as strong as those of hits
HEK293 NOD2/NF-kB: inhibition of NOD2-driven NF-kB reporter – cell-based, luminescence, uHTS, HEK293 (AID 1566); 290,000 tested, 0.63% active; HEK293 NOD2/NF-kB luciferase reporter, luminescence; higher % means a stronger effect; inhibition, % at 4 µM; hits with a dose series show EC50 in µM; note: many of its hits are not listed in these tables
KOR beta-arrestin-2: kappa opioid receptor blockers – cell-based, luminescence, uHTS (AID 1778) | KOR beta-arrestin recruitment, luminescence, antagonist mode; higher % means a stronger effect | inhibition, % at 10 µM; hits with a dose series show IC50 in µM | 290,000 tested, 0.091% active; note: strong numbers were not always called active
Myeloid diff MLP GFP+ MAC1+ %: also measured in Myeloid diff MLP; calls as there; GFP+ MAC1+ double positive, %; measured here: differentiation confirmed by MAC1 staining
The depositor's hits bear a star; i = inactive; ? = inconclusive; . = not tested or not shown; [ ] = another dose, or the depositor's remark. Cut-off read from the data, not from the text of the source, unless noted: active = inhibition above about 50%; inactive = the rest. Only part of the results is shown; count on the stated rates, not on these rows.

Values run as follows: Myeloid diff MLP	Myeloid diff MLP GFP+ MAC1+ %	PhoP inhibition	LYP inhibition	SIAH1 antagonists	NOD1 NF-kB reporter	HIV fusion peptide	KOR beta-arrestin-1	HEK293 NOD2/NF-kB	KOR beta-arrestin-2
Cc1ccc2c(c1)C(c1ccncc1)=NNC(c1ccccc1)=N2
    i	0.2	-3%	-6%	2%	-31%	-1.3%	3.0%	-32%	10%
COCCNc1nc(C)cc(-c2cc(C(=O)NC3CCCC3)on2)n1
    i	2.0	3%	4%	-3%	-9%	0.8%	3.0%	-13%	-16%
COC(=O)c1cc(S(=O)(=O)NCCc2ccc(SC)cc2)c[nH]1
    i	1.4	-8%	-8%	9%	13%	-0.4%	-7.6%	14%	-22%
N=c1oc2ccc3ccccc3c2cc1-c1nnc2n1CCCCC2
    i	1.7	1%	-18%	3%	-37%	-1.4%	2.4%	-4%	-42%
N/C(=N\OC(=O)COc1ccccc1)c1ccncc1
    i	0.7	2%	-7%	0%	-3%	-0.5%	-3.2%	-40%	5%
COc1cccc(-c2csc(N3CCN(C(=S)Nc4cccc(C)c4)CC3)n2)c1
    i	0.3	.	2%	3%	-24%	0.0%	.	4%	-29%[20 µM]
CCN1CCCC1Cn1cnc2c([nH]c3ccc(C)cc32)c1=O (stereo not drawn)
    i	0.3	21%	-4%	2%	0%	-0.3%	-0.1%	11%	-27%
CCCc1sc(N/N=C/c2ccccn2)nc1-c1ccc(Br)cc1
    ?	.	-2%	-2%	-2%	-38%	-0.8%	0.1%	-45%	15%
COc1cc(OC)cc(C(=O)NCC(=O)NC(C)c2ccccc2)c1 (stereo not drawn)
    i	0.5	2%	-8%	-3%	4%	0.4%	-1.6%	25%	12%
O=c1c2ccccc2oc2nc3ccn(Cc4ccncc4)c(=O)c3cc12
    .	.	-6%	-6%	-4%	-42%	0.4%	2.2%	-1%	-81%
Cc1cccc(C(=O)Nc2ccccc2C(=O)OCC(=O)Nc2ccc(C#N)cc2)c1
    i	0.4	-15%	-10%	-2%	-23%	0.1%	1.7%	-33%	-9%
O=[N+]([O-])c1ccc(N/N=C/c2ccccc2)cc1
    i	0.1	-12%	-4%	2%	-10%	2.1%	.	20%	-5%
O=C(CCNC(=O)c1ccccc1Cl)N/N=C\c1ccc(O)cc1
    i	0.3	-2%	-4%	5%	10%	2.2%	-0.3%	14%	18%
Cc1[nH]n(-c2ccccc2)c(=O)c1C=Nc1cccc(F)c1
    i	0.1	-8%	-5%	1%	-2%	-1.0%	.	-1%	12%
CCN(C(=O)Cn1c(=O)oc2cc(S(=O)(=O)N3CCCC3)ccc21)c1ccc(OC)cc1
    i	3.2	.	-7%	-2%	-13%	0.1%	.	-3%	-6%[20 µM]

Fetched by compound from the list above:
Values run as follows: Myeloid diff MLP	Myeloid diff MLP GFP+ MAC1+ %	PhoP inhibition	LYP inhibition	SIAH1 antagonists	NOD1 NF-kB reporter	HIV fusion peptide	KOR beta-arrestin-1	HEK293 NOD2/NF-kB	KOR beta-arrestin-2
COCCNc1nc(C)cc(-c2cc(C(=O)NC3CCCC3)on2)n1
    i	2.0	3%	4%	-3%	-9%	0.8%	3.0%	-13%	-16%
CCCc1sc(N/N=C/c2ccccn2)nc1-c1ccc(Br)cc1
    ?	.	-2%	-2%	-2%	-38%	-0.8%	0.1%	-45%	15%
COc1cc(OC)cc(C(=O)NCC(=O)NC(C)c2ccccc2)c1 (stereo not drawn)
    i	0.5	2%	-8%	-3%	4%	0.4%	-1.6%	25%	12%

(cont.)
Values run as follows: Myeloid diff MLP	Myeloid diff MLP GFP+ MAC1+ %	PhoP inhibition	LYP inhibition	SIAH1 antagonists	NOD1 NF-kB reporter	HIV fusion peptide	KOR beta-arrestin-1	HEK293 NOD2/NF-kB	KOR beta-arrestin-2
COc1ccc2c(c1)C(=O)OC2CC(=O)O (stereo not drawn)
    i	0.9	-6%	-3%	2%	-4%	51%	-7.1%	0%	-17%
COc1ccccc1NC(=O)C(C)NS(=O)(=O)c1ccccc1 (stereo not drawn)
    i	0.9	4%	2%	1%	.	-0.9%	-0.9%	11%	29%
COc1ccc(OC(=O)c2cc(S(=O)(=O)N3CCCC3)ccc2Cl)cc1
    i	0.6	2%	5%	3%	-16%	-2.9%	-1.7%	9%	28%
Cc1cc(C)nc(Sc2ccc3nnnn3n2)n1
    i	6.7	-5%	5%	-2%	-3%	11%	0.3%	-4%	24%
COCC(=O)Nc1nc2ccc(C)cc2s1
    i	1.5	-1%	-8%	5%	-25%	-1.6%	-3.4%	-99%	9%
O=C(Oc1nsnc1N1CCCCC1)N1CCOCC1
    i	1.3	2%	-2%	-3%	14%	3.7%	9.4%	37%	-8%
CC(C)Cc1cc(C(=O)Nc2ccccc2)c2ccccc2n1
    i	0.2	7%	-7%	2%	4%	1.5%	-4.4%	23%	-51%[20 µM]
COc1ccc(/C=N/OCC(=O)Nn2c(C)nc3ccccc3c2=O)cc1
    i	0.2	9%	-5%	3%	-20%	-0.5%	13%	16%	6%
CC1SC(C)C(=O)N(CC(=O)NCc2ccc(F)cc2)C1=O (stereo not drawn)
    i	0.0	8%	-6%	1%	-6%	0.5%	-7.1%	11%	-11%
O=C(COC(=O)c1c2c(nc3ccccc13)CCCCC2)NCc1ccc2c(c1)OCO2
    i	0.3	5%	-3%	1%	22%	2.7%	-1.5%	-7%	3%
Cc1cccc(NC(NC(=O)c2ccccn2)C(Cl)(Cl)Cl)c1 (stereo not drawn)
    i	0.8	-18%	-11%	-8%	23%	-2.8%	0.2%	4%	26%
Cc1cccc(-n2c(SCC(N)=O)nnc2-c2ccco2)c1
    i	0.4	-1%	-5%	4%	-21%	-1.3%	-3.5%	6%	-31%[20 µM]
CCn1c(SCC(=O)Nc2nnc(C)s2)nnc1C(C)NC(=O)c1ccccc1 (stereo not drawn)
    i	1.0	8%	-9%	-4%	-9%	-1.0%	-3.5%	8%	-18%
CC(NC(=O)Cn1cnc([N+](=O)[O-])n1)c1ccccc1 (stereo not drawn)
    i	0.8	-2%	-8%	0%	-10%	0.7%	-1.0%	-8%	7%
Cc1ccc(F)cc1NC(=O)CCOc1ccccc1
    i	0.1	2%	-6%	-1%	-16%	0.1%	-4.2%	-2%	4%

Next part
Values run as follows: Myeloid diff MLP	Myeloid diff MLP GFP+ MAC1+ %	PhoP inhibition	LYP inhibition	SIAH1 antagonists	NOD1 NF-kB reporter	HIV fusion peptide	KOR beta-arrestin-1	HEK293 NOD2/NF-kB	KOR beta-arrestin-2
O=C(c1ccncc1)N1CCN(S(=O)(=O)c2cccc(F)c2)CC1
    i	2.0	-3%	-6%	6%	-16%	-1.3%	1.3%	-1%	11%
CCOC(=O)c1c(-c2ccc(C)o2)csc1NC(=S)NC(=O)c1ccccc1Br
    i	2.9	9%	12%	0%	-26%	3.9%	-4.8%	9%	34%
OC(COc1ccccc1)CN1CCOCC1 (stereo not drawn)
    i	4.8	1%	-2%	4%	-24%	2.6%	-3.2%	-1%	13%
CCN1CCN(c2ncnc3c2sc2nc(N4CCOCC4)c4c(c23)CCC4)CC1
    i	0.9	.	-9%	3%	4%	-0.3%	-0.3%	19%	-20%
COc1cc(C=Nc2cccc(C)c2)c(O)c([N+](=O)[O-])c1
    i	0.3	10%	-5%	4%	-20%	10%	-6.5%	9%	30%
CC(C)c1cccc(O)c(=O)c1
    i	3.7	0%	0%	2%	-51%	1.5%	4.9%	6%	2%
Cc1cc(C)c2c(=O)n(CC(=O)Nc3cccc(Cl)c3C)sc2n1
    i	0.3	-15%	-9%	3%	11%	-2.4%	2.8%	-2%	-45%
O=C(O)CSc1c[nH]c2ccccc12
    i	1.0	23%	-8%	2%	-15%	-1.0%	-3.0%	2%	-17%
COC(=O)C1(C)NC(c2ccccc2F)C2C(=O)N(c3ccccc3)C(=O)C21 (stereo not drawn)
    i	0.3	2%	-6%	3%	-31%	0.8%	3.4%	12%	-52%[20 µM]
Cc1cc2nc(SCCN3CCOCC3)[nH]c2cc1C
    i	1.1	-6%	3%	6%	-13%	0.6%	-1.0%	19%	10%
Cc1cnc(C(=O)Nc2ccccc2C(=O)N2CCOCC2)cn1
    i	1.2	7%	1%	8%	-12%	2.5%	0.6%	8%	22%
CCOC(=O)c1c(NC(=O)C2COc3ccccc3O2)sc(C)c1C (stereo not drawn)
    i	0.4	5%	4%	2%	-7%	2.7%	2.2%	-3%	-9%
CCOC(=O)C1CCCN(C(=O)COC(=O)C2=COCCO2)C1 (stereo not drawn)
    i	1.0	-5%	-6%	1%	5%	-1.4%	-4.7%	10%	-1%
Cc1c(C)n(CCN(C)C)c2ccc(C(=O)OCCN(C)C)cc12
    i	1.2	5%	-3%	-2%	-7%	-1.2%	1.9%	18%	16%
Cc1ccc(-n2c(C)nc3oc4ccccc4c(=O)c3c2=O)cc1
    i	0.7	-10%	-9%	10%	-26%	-1.9%	-2.4%	-62%	25%

Continued.
Values run as follows: Myeloid diff MLP	Myeloid diff MLP GFP+ MAC1+ %	PhoP inhibition	LYP inhibition	SIAH1 antagonists	NOD1 NF-kB reporter	HIV fusion peptide	KOR beta-arrestin-1	HEK293 NOD2/NF-kB	KOR beta-arrestin-2
CCOC(=O)c1c(N)nn(C(=O)C(C)C)c1-c1ccccc1
    i	0.7	6%	13%	-1%	5%	-0.5%	3.2%	-3%	-11%
C=CCOc1ccc(/C=C/C(=O)OCC(=O)NC2CCCCCCC2)cc1
    i	1.1	-3%	-5%	2%	-17%	0.9%	-1.7%	7%	-1%
COc1ccc(Cn2c(CCC(=O)Nc3ccc(CC#N)cc3)nc3cccnc32)cc1
    i	1.5	28%	-6%	2%	-41%	0.9%	-2.1%	11%	19%
CCOC(=O)c1sc(N2C(=O)C(O)=C(C(=O)c3ccco3)C2c2cccc(Cl)c2)nc1C (stereo not drawn)
    i	0.9	1%	-1%	9%	5%	46%	6.0%	45%	-32%
O=c1[nH][nH]c2ccccc2c1=O
    i	0.3	-10%	-9%	-1%	5%	4.9%	1.4%	25%	-6%
CCOC(=O)CNC(=O)CSc1nc(-c2ccccc2)ns1
    i	0.7	5%	1%	2%	-25%	1.2%	2.0%	23%	-15%
CSc1ccc(/C=C(/NC(=O)c2ccccc2)C(=O)NCCCn2ccnc2)cc1
    i	4.8	3%	-5%	1%	-14%	0.5%	1.5%	2%	0%
O=C(c1ccc2c(c1)OCO2)N1CCNc2ccccc2C1
    i	1.1	10%	0%	3%	-17%	1.1%	2.0%	-6%	-49%
COc1cc(C2NC(=O)NC(C)=C2C(=O)OC(C)C)ccc1OC(=O)c1ccco1 (stereo not drawn)
    i	1.2	-1%	1%	4%	-13%	-1.5%	0.0%	8%	-23%
CCOc1c2ccc(C(=O)NCCc3cccs3)cc2nn1CC
    i	0.7	3%	-14%	-1%	-2%	-2.4%	5.1%	-95%	-24%
COc1cc(-c2ccc(NC(C)=O)c(OC)c2)ccc1NC(C)=O
    i	0.5	-9%	-4%	7%	-11%	-0.6%	2.8%	8%	17%
CN1C(=O)C(=O)/C(=C(/O)c2ccc(Br)cc2)C1c1ccc(F)cc1 (stereo not drawn)
    i	0.3	1%	-3%	-2%	9%	-0.8%	-5.5%	18%	-4%
O=C1CCC(C(=O)OCc2cc(Cl)ccc2OC(F)F)N1 (stereo not drawn)
    i	0.7	6%	-4%	-5%	8%	-4.2%	4.2%	6%	-16%

Bioassay records as filed in PubChem.
